# HIV fusion peptide = inhibitors of HIV fusion peptide binding, primary screen, biochemical, uHTS, fluorescence dequenching (AID 1986) | cell-free peptide binding, fluorescence dequenching, 30 min; higher % means a stronger effect | inhibition, % at 20 µM, or IC50 in µM where a hit was titrated | 290,000 compounds, 0.3% hits; in the data active = inhibition mostly above about 52%, no sharp cut-off; inactive = mostly below about 76%; also: some results filed as inactive read as strong as hits
# KOR beta-arrestin-1 = KOR antagonists, beta-arrestin recruitment, cell-based, luminescence, uHTS (AID 1778) | Kappa-type opioid receptor (Homo sapiens) | KOR beta-arrestin recruitment, luminescence, antagonist mode; higher % means a stronger effect | one-dose inhibition, % at 10 µM; IC50 in µM for titrated hits | 290,000 compounds, 0.091% hits; also: strong numbers were not always called active
# AID2073 = inhibitors of Mint1-CaV2.2 protein interaction, biochemical, HTRF (AID 2073) | Voltage-dependent N-type calcium channel subunit alpha-1B (Homo sapiens) | HTRF protein-protein interaction, Mint1-CaV2.2; higher % means a stronger effect | inhibition, % at 20 µM; hits with a dose series show IC50 in µM | 290,000 compounds, 0.19% hits; in the data active = inhibition mostly above about 51%, no sharp cut-off; inconclusive = no clear call, values can overlap the other calls; inactive = mostly below about 53%; also: some results filed as inactive read as strong as hits
# West Nile antiviral = West Nile virus antiviral activity, cell-based, CPE readout (AID 1621); West Nile virus-infected cells, CPE inhibition; higher % means a stronger effect; CPE inhibition, % at 10 µM; hits with a dose series show IC50 in µM; 290,000 compounds, 0.02% hits; in the data active = a potency from the dose series; inconclusive = CPE inhibition mostly from about 3.7% at the one dose, without a potency; inactive = the rest, 99 in 100 with CPE inhibition below about 2.2%; also: strong numbers were not always called active
# NOD1 inhibition = NOD1 signaling inhibitors, primary screen, cell-based, luminescence, uHTS (AID 1578); NOD1-driven NF-kB luciferase reporter cells, luminescence; higher % means a stronger effect; inhibition, % at 4 µM; hits with a dose series show EC50 in µM; 290,000 compounds, 1% hits; in the data active = inhibition mostly above about 36%, no sharp cut-off; inactive = mostly below about 34%;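 also: HEK-293T reporter cells stimulated with the NOD1 agonist gamma-tri-DAP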
# NS5 inhibitors = Dengue-2 NS5 methyltransferase inhibitors, primary screen, biochemical, confirmation dose response (AID 588689); Dengue-2 NS5 methyltransferase capping enzyme assay, biochemical; higher % means a stronger effect; inhibition, % at 25 µM, or IC50 in µM where a hit was titrated; 340,000 compounds, 0.3% hits; in the data active = a potency from the dose series; inconclusive = inhibition above about 29% without an active follow-up result
# Yfh1-depleted yeast = enhancers of respiration in Yfh1-depleted yeast, dose response, Friedreich's ataxia, plus single-dose screen (AID 1465) | S. cerevisiae Yfh1-off respiration, WST-1 reduction, 72 h; higher fold induction means a stronger effect | fold induction at 50 µM, or EC50 in µM where a hit was titrated | 220,000 compounds, 0.074% hits;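 active = fold induction of absorbance versus untreated yeast above a set limit, then at least 30% activation at any dose in follow-up; inconclusive = repeats straddling the limit, or above it without dose testing; inactive = fold induction below the set limit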;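 also: activators that raise dye reduction in frataxin-depleted yeast; strong numbers were not always called active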
# NOD2 inhibition = NOD2 signaling inhibitors, cell-based, luminescence, uHTS, HEK293 (AID 1566); 290,000 compounds, 0.63% hits; HEK293 NOD2/NF-kB luciferase reporter, luminescence; higher % means a stronger effect; inhibition, % at 4 µM, or EC50 in µM where a hit was titrated; also: many of its hits are not listed in these tables
# KOR beta-arrestin-2 = KOR agonists, beta-arrestin recruitment, primary screen, cell-based, luminescence, uHTS (AID 1777); Kappa-type opioid receptor (Homo sapiens); KOR beta-arrestin recruitment, luminescence; higher % means a stronger effect; activation, % at 10 µM; hits with a dose series show EC50 in µM; 280,000 compounds, 0.02% hits; in the data active = activation above about 50%, passing the limit was not always enough; also: a part of the inactive calls stands beside numbers as strong as those of hits
# An asterisk follows results filed as active; i = inactive; ? = inconclusive; . = no result given; & = joins results of further samples; [ ] = dose if it differs, or a comment. Rule as the data show it, unless noted: active = inhibition above about 50%; inactive = the rest. A portion of the library (hit frequency here may not be typical).
item	mol	HIV fusion peptide	KOR beta-arrestin-1	AID2073	West Nile antiviral	NOD1 inhibition	NS5 inhibitors	Yfh1-depleted yeast	NOD2 inhibition	KOR beta-arrestin-2
1	CCOC(=O)C1SC2(C(F)(F)C(F)F)CC1(O)c1c(c(OC)c3occc3c1OC)O2 (stereo unspecified)	-0.1%	15%	-9%	0.2%	35%	-6%	i	12%	-1.4%
2	O=c1[nH]c(O)c(C=Nc2ccc(F)c(Cl)c2)c(=O)[nH]1	2.8%	-30%	-8%	-0.1%	-9%	-3%	.	0%	6.8%
3	CCCCNC(=O)CN1C(=O)CN=C(c2ccccc2)c2ccccc21	0.1%	2%	-8%	0.0%	5%	-8%	i	11%	-3.0%
4	O=C(NCCCN1CCOCC1)C(Cl)(Cl)Cl	3.8%	-4%	1%	-0.4%	-27%	-6%	i	-12%	-0.4%
5	COc1ccc(CN2C(=O)NC(=O)/C(=C/c3ccc(OC)c(OC)c3OC)C2=O)cc1	14%	3%	10%	1.0%	-1%	12%	i	-18%	0.7%
6	CCN(CC)CCN=Cc1c(O)n(Cc2ccccc2)c(=O)[nH]c1=O	-0.1%&-1.3%	-11%&-7%	4%&0%	0.0%&0.7%	-8%&15%	-9%&-30%	i	12%&22%	-3.6%&-2.3%
7	CC(=O)Nc1ccc(S(=O)(=O)NC(CC(=O)N2CCC3(CC2)OCCO3)C(C)C)cc1 (stereo unspecified)	-1.4%	12%	-16%	-0.2%	-17%	-6%	i	2%	-4.8%
8	CCN(CC)P(c1n(C)cc[n+]1C)N(CC)CC	-1.1%	-34%	-1%	1.3%	-35%	-5%	i	0%	0.2%
9	COc1cc(Br)cc(CN2CCN(C)CC2)c1O	-0.5%	-21%	5%	-0.6%	4%	-7%	i	18%	2.4%
10	CC1CCC(NCCc2ccc3c(c2)OCO3)CC1 (stereo unspecified)	-0.4%	25%	4%	-1.1%	-5%	-4%	i	-42%	-0.4%
11	CCOP(=O)(Cc1ccc(C(=O)CC)o1)OCC	-1.3%	40%	-5%	0.1%	8%	-1%	i	14%	1.6%
12	Cc1cccc(C(=O)NC(Oc2ccccc2)C(Cl)(Cl)Cl)c1 (stereo unspecified)	-2.3%	23%	0%	-0.6%	7%	-1%	i	1%	2.2%
13	O=C(CN1CCCC1=O)Nc1ccccc1	-1.9%	-57%	-2%	-0.1%	12%	-5%	i	12%	8.3%
14	CCCc1[nH]nc2c1C1(C(=O)N(CC(N)=O)c3ccccc31)C(C(=O)OC)=C(N)O2 (stereo unspecified)	-0.9%	2%	6%	0.2%	4%	-3%	i	13%	-4.2%
15	Cc1c(/C=N/O)c2ccccc2n1C	-1.3%	-35%	1%	0.4%	-21%	-5%	i	-6%	4.7%
16	Cc1ccc(-n2c(C)cc(/C=C3/C(=O)NC(=O)N(C)C3=O)c2C)cc1	18%	.	50%	0.0%	-7%	14%	i	13%	-0.7%
17	O=C(c1cc(-c2ccc(Cl)cc2)n(-c2ccc(Cl)cc2Cl)n1)N1CCOCC1	-1.3%	4%	15%	-0.6%	.	3%	i	.	-2.4%
18	O=c1oc2ccccc2c(O)c1[C@H]1c2ccc(O)cc2Oc2c1c(=O)oc1ccccc21	34%	-3%	23%	0.1%	6%	81µM*	i	24%	6.5%
19	Clc1ccc2c(c1)C(c1ccccc1Cl)=NCc1nnc(N3CCN(CCSc4ccccc4)CC3)n1-2	2.2%	-18%	10%	.	-2%	-5%	.	8%	1.6%
20	CN(C(=O)Oc1ccc([N+](=O)[O-])cc1)c1ccccc1	-1.0%	.	-4%	-0.7%	-19%	-13%	i	2%	0.6%
21	C=CCn1c(O)c(C(C)=NC2CCN(Cc3ccccc3)CC2)c(=O)[nH]c1=O	-1.4%	26%	25%	-0.1%	-3%	.	i	3%	3.1%
22	O=C(CN1CC=C(c2ccccc2)CC1)NC(=O)NCc1ccccc1	-1.0%	19%	3%	0.2%	-10%	-19%	i	12%	-2.0%
23	COc1ccc(Cn2c(N)c(C(=O)NCc3ccco3)c3nc4ccccc4nc32)cc1OC	-1.3%	18%	24%	.	-20%	16%	.	16%	-2.6%
24	Cc1cccnc1-n1c(-c2ccccc2)nc2ccccc2c1=O	1.9%	-1%	0%	-0.6%	-2%	-5%	i	8%	0.6%
25	CCCCC(C)C(OC(=O)CC(CC(=O)O)C(=O)O)C(CC(C)CC(O)CCCCC(O)CC(O)C(C)N)OC(=O)CC(CC(=O)O)C(=O)O (stereo unspecified)	30%	-42%	7%	3.4%	-26%	8%	i	11%	4.0%
26	O=C(c1ccco1)c1cn(Cc2ccccc2Cl)c2ccccc12	-1.3%	-53%	15%	?	20%	-5%	i	5%	7.1%
27	Cc1ccc(C(=O)N[C@@H](C)CN2C3=NC[C@@H](Cc4ccccc4)N3C[C@H]2Cc2ccc(O)cc2)cc1Br	-0.8%	3.2µM*	10%	-2.3%	-23%	.	i	11%	-5.1%
28	Cc1ccc2c(c1)N(CCC(=O)N1CCC3(CC1)OCCO3)C(=O)C(C)O2 (stereo unspecified)	-0.9%	-36%	11%	-0.4%	4%	-3%	i	2%	1.9%
29	CN1C(=O)/C(=C/c2ccc(N3CCCCCC3)o2)C(=O)NC1=S	103%*	-10%	13%	-0.7%	-34%	-41%	i	14%	2.0%
30	Cc1cc2c(C(C)C)c(O)c(O)c(C=O)c2c(O)c1-c1c(C)cc2c(C(C)C)c(O)c(O)c(C=O)c2c1O	66%*	-46%	40%	0.2%&-0.8%	18%	.	?	7%	0.2%

# Whole records, looked up by structure. Screens in order: HIV fusion peptide	KOR beta-arrestin-1	AID2073	West Nile antiviral	NOD1 inhibition	NS5 inhibitors	Yfh1-depleted yeast	NOD2 inhibition	KOR beta-arrestin-2
# `Cc1ccc(-n2c(C)cc(/C=C3/C(=O)NC(=O)N(C)C3=O)c2C)cc1` is entered as 18%	.	50%	0.0%	-7%	14%	i	13%	-0.7%
# `Clc1ccc2c(c1)C(c1ccccc1Cl)=NCc1nnc(N3CCN(CCSc4ccccc4)CC3)n1-2` is entered as 2.2%	-18%	10%	.	-2%	-5%	.	8%	1.6%
# `CCCCC(C)C(OC(=O)CC(CC(=O)O)C(=O)O)C(CC(C)CC(O)CCCCC(O)CC(O)C(C)N)OC(=O)CC(CC(=O)O)C(=O)O` (stereo unspecified) is entered as 30%	-42%	7%	3.4%	-26%	8%	i	11%	4.0%
# `Cc1cccnc1-n1c(-c2ccccc2)nc2ccccc2c1=O` is entered as 1.9%	-1%	0%	-0.6%	-2%	-5%	i	8%	0.6%

# Next part
item	mol	HIV fusion peptide	KOR beta-arrestin-1	AID2073	West Nile antiviral	NOD1 inhibition	NS5 inhibitors	Yfh1-depleted yeast	NOD2 inhibition	KOR beta-arrestin-2
31	COc1cc2[nH]c(C(=O)N3CCC4(CC3)OCCO4)cc2c(OC)c1OC	-0.7%	-2%	20%	-0.4%	-12%	4%	.	22%	23%
32	Cc1ccccc1N1C(=O)NC(=O)/C(=C\c2cc(C)n(C)c2C)C1=O	1.0%	26%	5%	0.2%	-4%	-11%	i	13%	-5.9%
33	COc1ccc(-c2cn[nH]c2-c2ccc(OCc3ccccc3)cc2O)cc1	0.1%	-10%	-2%	-0.5%	12µM*	-5%	i	2.2µM*	3.2%
34	Cc1cc(C)c(N=Cc2c(O)[nH]c(=O)[nH]c2=O)c(C)c1	-1.4%	-6%[20 µM]	-1%	-0.2%	-8%	-2%	.	7%	.
35	CN1C(=O)C(=Cc2ccc(N3CCOCC3)o2)C(=O)N(C)C1=O	69%*	22%	6%	0.2%	22%	-88%	>100µM*	-5%	-3.2%
36	CN1CC=C(c2c[nH]c3ccccc23)CC1	-0.7%	10%	6%	0.1%	-6%	3%	i	8%	-1.8%
37	C=Cn1ccnc1P(=S)(c1ccccc1)c1nccn1C=C	0.6%	-5%	4%	-0.2%	-18%	0%	i	6%	-3.3%
38	CCSc1cc(C2C(C#N)=C(N)Oc3n[nH]c(C)c32)c(C)o1 (stereo unspecified)	-1.5%	-39%	3%	-0.3%	28%	2%	i	-12%	-1.3%
39	CCOC(=O)c1c(/N=C/C2C(=O)NC(=O)NC2=O)sc2c1CCC2	6.8%	-23%	7%	-0.2%	-46%	-12%	i	-25%	4.9%
40	O=S(=O)(Nc1nc2ccccc2nc1Nc1ccc2c(c1)OCO2)c1ccc(F)cc1	55%	-13%	22%	-0.6%	2.8µM*	24%	i	12µM*	12%
41	O=C(O)CSC(=S)N1CC2CC(C1)c1cccc(=O)n1C2 (stereo unspecified)	0.2%	15%[20 µM]	-21%	0.6%	-22%	-7%	i	-9%	-5.1%
42	CC(=O)C1C(=O)NC23CCCCC2C1c1ccccc1O3 (stereo unspecified)	-2.6%	19%	1%	0.2%	-5%	-3%	i	14%	-3.7%
43	COc1ccc(CCNCc2sccc2C)cc1OC	-0.5%	-16%	0%	-0.3%	-14%	-9%	i	-11%	-3.0%
44	O=P(OCC(F)(F)C(F)F)(N1CCCCC1)N1CCCCC1	1.7%	19%	0%	0.1%	-6%	-2%	i	12%	-4.4%
45	COc1ccc2nc(N3CCCCC3)c(/C=C3\SC(=S)NC3=O)cc2c1	54%*	1%	?	-0.4%	2.2µM*	5%	i	16µM*	4.7%
46	Cc1nc2ccccc2c(=O)n1-c1ccc(Br)cc1[N+](=O)[O-]	0.5%	-23%	6%	0.1%	-32%	-1%	i	13%	-1.0%
47	CN(C)CCCN=Cc1c(O)n(Cc2ccco2)c(=O)[nH]c1=O	-0.6%	8%	2%	-0.1%	-19%	-1%	i	-3%	5.8%
48	Cc1nc2ccccc2c(=O)n1-c1ccc(Cl)cc1Cl	1.0%	-29%	4%	-0.6%	3%	-19%	.	2%	4.8%
49	CC(=Nc1c(C)n(C)n(-c2ccccc2)c1=O)c1c(O)n(Cc2ccccc2)c(=O)[nH]c1=O	-3.8%	-4%	-4%	-0.3%	-14%	-23%	i	-5%	-1.5%
50	Cc1ccc(-n2c(O)c(/C=N/NC(=O)c3ccncc3)c(=O)[nH]c2=O)cc1C	45%	5%	5%	0.5%	4%	-3%	i	11%	6.9%
51	O=C(CN1C(=O)CN=C(c2ccccc2Cl)c2cc(Cl)ccc21)NCc1ccco1	-6.4%	20%	1%	2.0%	-14%	7%	i	17%	-0.8%
52	Fc1cccc(F)c1-c1nc(-c2ccc(Cl)cc2)no1	-0.9%	-1%	-17%	-0.3%	4%	-8%	i	-50%	-1.5%
53	Cn1c(O)c(C=NC2CC3CCC2(C)C3(C)C)c(=O)[nH]c1=O (stereo unspecified)	2.2%	-11%	-3%	0.1%	-22%	-5%	i	0%	-2.2%
54	CC(C)(C)c1ccc(C(=O)C2CCCN(C3CCC3)C2)cc1 (stereo unspecified)	0.6%	-6%[20 µM]	-6%	-1.4%	-11%	-2%	i	3%	.
55	C=CCn1c(O)c(/C(C)=N/N2CCCCC2)c(=O)[nH]c1=O	-1.9%	-30%	-34%	0.6%	3%	2%	i	3%	0.3%
56	N/C(=N/[N+](=O)[O-])N1CCN(C(=O)c2ccc(Cl)cc2)CC1	0.5%	-13%	5%	-0.2%	-37%	5%	i	13%	-0.4%

# Screening data from PubChem BioAssay.
